West Nile virus CPE – inhibition of WNV-induced cytopathic effect – cell-based, CPE readout (AID 1621); West Nile virus-infected cells, CPE inhibition; higher % means a stronger effect; CPE inhibition, % at 10 µM; hits with a dose series show IC50 in µM; 290,000 tested, 0.02% active; in the data active = a potency from the dose series; inconclusive = CPE inhibition mostly from about 3.7% at the one dose, without a potency; inactive = the rest, 99 in 100 with CPE inhibition below about 2.2%; also: strong numbers were not always called active
KOR beta-arrestin-1 – KOR antagonists, beta-arrestin recruitment, cell-based, luminescence, uHTS (AID 1778); KOR beta-arrestin recruitment, luminescence, antagonist mode; higher % means a stronger effect; one-dose inhibition, % at 10 µM; IC50 in µM for titrated hits; 290,000 tested, 0.091% active; also: strong numbers were not always called active
NOD1 inhibition – inhibition of NOD1-driven NF-kB reporter – cell-based, luminescence, uHTS, primary screen (AID 1578). 290,000 tested, 1% active. inhibition, % at 4 µM, or EC50 in µM where a hit was titrated. NOD1-driven NF-kB luciferase reporter cells, luminescence; higher % means a stronger effect; in the data active = inhibition mostly above about 36%, no sharp cut-off; inactive = mostly below about 34%;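 also: HEK-293T reporter cells stimulated with the NOD1 agonist gamma-tri-DAP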
Dengue-2 NS5 capping – Dengue-2 NS5 methyltransferase inhibitors, primary screen, biochemical, confirmation dose response (AID 588689); Dengue-2 NS5 methyltransferase capping enzyme assay, biochemical; higher % means a stronger effect; one-dose inhibition, % at 25 µM; IC50 in µM for titrated hits; 340,000 tested, 0.3% active; in the data active = a potency from the dose series; inconclusive = inhibition above about 29% without an active follow-up result
AID2073 – disruptors of CaV2.2 binding to Mint1 – biochemical, HTRF (AID 2073); HTRF protein-protein interaction, Mint1-CaV2.2; higher % means a stronger effect; one-dose inhibition, % at 20 µM; IC50 in µM for titrated hits; 290,000 tested, 0.19% active; in the data active = inhibition mostly above about 51%, no sharp cut-off; inconclusive = no clear call, values can overlap the other calls; inactive = mostly below about 53%; also: some results filed as inactive read as strong as hits
HIV fusion peptide – inhibitors of HIV fusion peptide binding, primary screen, biochemical, uHTS, fluorescence dequenching (AID 1986) | cell-free peptide binding, fluorescence dequenching, 30 min; higher % means a stronger effect | inhibition, % at 20 µM; hits with a dose series show IC50 in µM | 290,000 tested, 0.3% active; in the data active = inhibition mostly above about 52%, no sharp cut-off; inactive = mostly below about 76%; also: some results filed as inactive read as strong as hits
KOR beta-arrestin-2 – kappa opioid receptor activators – cell-based, luminescence, uHTS, primary screen (AID 1777); KOR beta-arrestin recruitment, luminescence; higher % means a stronger effect; one-dose activation, % at 10 µM; EC50 in µM for titrated hits; 280,000 tested, 0.02% active; in the data active = activation above about 50%, passing the limit was not always enough; also: a part of the inactive calls stands beside numbers as strong as those of hits
NOD2 inhibition – NOD2 signaling inhibitors, cell-based, luminescence, uHTS, HEK293 (AID 1566). HEK293 NOD2/NF-kB luciferase reporter, luminescence; higher % means a stronger effect. inhibition, % at 4 µM, or EC50 in µM where a hit was titrated. 290,000 tested, 0.63% active; also: many of its hits are not listed in these tables
Yfh1-off respiration – mitochondrial function rescue without frataxin homolog – Friedreich's ataxia, plus single-dose screen, dose response (AID 1465) | 220,000 tested, 0.074% active | one-dose fold induction at 50 µM; EC50 in µM for titrated hits | S. cerevisiae Yfh1-off respiration, WST-1 reduction, 72 h; higher fold induction means a stronger effect;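 active = fold induction of absorbance versus untreated yeast above a set limit, then at least 30% activation at any dose in follow-up; inconclusive = repeats straddling the limit, or above it without dose testing; inactive = fold induction below the set limit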;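 also: activators that raise dye reduction in frataxin-depleted yeast; strong numbers were not always called active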
Dengue-2 NS5 capping pilot replicate – also measured in Dengue-2 NS5 capping; calls as there; inhibition, %; measured here: pilot screen replicate inhibition
* = called active by the depositor; i = inactive; ? = inconclusive; / = not tested or not shown; [ ] = remark or other dose. Rule as the data show it, unless noted: active = inhibition above about 50%; inactive = the rest. Not all compounds are listed (hit frequency here may not be typical).

SMILES	West Nile virus CPE	KOR beta-arrestin-1	NOD1 inhibition	Dengue-2 NS5 capping	AID2073	HIV fusion peptide	KOR beta-arrestin-2	NOD2 inhibition	Yfh1-off respiration	others
COc1ccc(-c2oc3ccccc3c2C(=O)OCc2ccc([N+](=O)[O-])cc2)cc1	?	-4%[20 µM]	-7%	2%	14%	1.0%	/	9%	/
Cc1ccccc1-c1nc(CS(=O)(=O)CC(=O)NCCCN2CCOCC2)c(C)o1	-0.5%	-11%	-12%	1%	6%	-0.2%	8.8%	12%	/
COc1ccc2[nH]c(C)c(CCNC(=S)Nc3ccc(F)cc3)c2c1	-0.5%	-26%	10%	/	-14%	-2.9%	-1.3%	18%	i
COc1ccc(S(=O)(=O)N2CCCC2)cc1NC(=O)c1ccccc1	-0.4%	-34%	-11%	1%	14%	-1.4%	5.6%	2%	/
Cc1ccc(-c2ccc(/C=N/NC(=O)Cc3nnc(N)s3)o2)cc1Cl	0.0%	-38%	1%	-8%	16%	9.9%	3.3%	-9%	i
COc1ccc(CCn2c(NN=C3CCCCC3)nc3c2c(=O)[nH]c(=O)n3C)cc1	-0.1%	-30%	-12%	2%	-2%	2.5%	4.6%	0%	i
COc1ccc(CNC(=O)CSc2nnc3c(Cl)cc(C(F)(F)F)cn23)cc1OC	-0.1%	-19%	-23%	1%	9%	0.2%	-0.1%	15%	i
O=[N+]([O-])c1ccc(S(=O)(=O)N(CC(O)CN2CCCCC2)c2ccccc2)cc1 (configuration not stated)	-0.3%	23%	-31%	0%	3%	0.0%	0.6%	3%	/
O=C(O)c1ccc(OC2CSC2)cc1	0.4%	14%	17%	5%	3%	-2.2%	-0.1%	15%	i
C/C(=N/NC(=O)C1CCCC1)c1ccc(NC(=O)C(F)(F)F)cc1	1.7%	-4%	-40%	-1%	12%	1.8%	-1.1%	-6%	/
CC1(C)CC(=O)N(c2cccc(C(F)(F)F)c2)C(=O)C1	0.6%	-3%	-24%	0%	-8%	-1.3%	-1.8%	12%	/	Dengue-2 NS5 capping pilot replicate=-6.4
Cc1c(NC(=O)c2cc3nc(-c4ccccc4)cc(C)n3n2)c(=O)n(-c2ccccc2)n1C	1.1%	7%	-4%	-3%	7%	-2.1%	/	10%	i
COC(=O)CC1=NC(=O)CS1	0.1%	-23%	-23%	-7%	-1%	-0.8%	-0.9%	-9%	i
O=C(Oc1coc(CSc2nnc(NC(=O)C3CC3)s2)cc1=O)c1c(F)cccc1F	0.2%	-1%	-22%	0%	-10%	2.5%	-2.3%	-33%	i
O=c1[nH]c2ccc(S(=O)(=O)N3CCN(c4ccc(F)cc4)CC3)cc2o1	0.4%	-16%	9%	-1%	-11%	-2.3%	2.7%	5%	i
O=C(Cc1ccc(-n2c(=O)[nH]c3ccccc3c2=O)cc1)N1CCN(c2cccc(Cl)c2)CC1	0.9%	-28%	-56%	-4%	8%	-2.6%	-2.5%	-3%	i
O=C(Nc1ccc2c(c1)OCCO2)C1CC(c2ccc(F)cc2)=NO1 (configuration not stated)	-0.4%	3%	6%	-3%	0%	-1.7%	-2.0%	23%	/
O=C(Cn1c2ccc(F)cc2c2nc3n(c(=O)c21)CCS3)N1CCCC1	-0.5%	-7%	-6%	-5%	5%	-0.5%	-1.2%	28%	/
CN(Cc1ccccc1)C(=S)NC(=O)c1ccccc1	0.1%	14%	-31%	-5%	-1%	-1.2%	-0.9%	-1%	i
CCOC(=O)C1(Cc2ccc(Cl)cc2)CCN(Cc2cn(CC)nc2C)CC1	-0.8%	14%	-6%	-3%	4%	-1.3%	-0.9%	6%	i
CCn1c(/C=N/NC(=O)c2ccc(OC)cc2)nc2ccccc21	-1.7%	-67%	-26%	0%	0%	-2.0%	1.5%	8%	i
Cc1nc([N+](=O)[O-])cn1CC(=O)Nc1ccc([N+](=O)[O-])cc1	-0.5%	-4%	-4%	2%	12%	0.1%	0.3%	7%	/
CCCS(=O)(=O)N1CCN(C(=O)c2cccc(OC)c2)CC1	-0.5%	-22%	-10%	-2%	-6%	4.2%	4.0%	6%	i
CC(C)(C)C(=O)NC(NC(=S)Nc1sc2c(c1C#N)CCCC2)C(Cl)(Cl)Cl (configuration not stated)	-0.8%	-23%	46%	-5%	-20%	28%	4.8%	35%	i
O=C(Cn1cnc2sc(-c3ccccc3)cc2c1=O)NCc1ccco1	-0.1%	17%	-23%	11%	29%	7.0%	-6.2%	-21%	i
(continued)
SMILES	West Nile virus CPE	KOR beta-arrestin-1	NOD1 inhibition	Dengue-2 NS5 capping	AID2073	HIV fusion peptide	KOR beta-arrestin-2	NOD2 inhibition	Yfh1-off respiration	others
NC(=O)c1ccc(NC(=O)c2ccccc2S(=O)(=O)c2ccccc2[N+](=O)[O-])cc1	0.3%	8%	-5%	1%	10%	-1.6%	-2.6%	14%	i
COc1ccc(/C=C2\SC(N)=NC2=O)cc1Cl	0.0%	9%	3%	-5%	5%	2.3%	0.4%	-7%	/
O=C(COc1ccc2c(c1)CCC2)N1CCN(c2ccc(F)cc2)CC1	-0.6%	-28%	-30%	4%	-6%	-0.8%	3.6%	7%	/
COCCn1c(SCC(=O)Nc2cc(C)cc(C)c2)nc2ccccc2c1=O	-1.3%	-30%[20 µM]	-3%	-7%	-1%	0.7%	-5.0%	16%	/	Dengue-2 NS5 capping pilot replicate=-2.1
COc1ccc(N(CC(=O)Nc2ccc(C)c(F)c2)S(=O)(=O)c2c(C)noc2C)cc1	0.2%	10%	5%	-4%	10%	1.8%	5.1%	2%	/
O=C(Cc1ncon1)Nc1ccc(F)c(F)c1F	0.0%	-47%	8%	-7%	5%	-0.5%	1.6%	-4%	i
COc1ccc(NC(=O)CNS(=O)(=O)c2ccc3nc(C)sc3c2)c(OC)c1	0.5%	15%	-13%	5%	-7%	-0.9%	-4.4%	18%	i
CC(C)Oc1ccc(C(CC(=O)O)NC(=O)c2cccs2)cc1 (configuration not stated)	0.5%	12%	-1%	-6%	-3%	-1.5%	-6.2%	17%	i
CC(=O)Nc1ccc(Nc2nc(-c3cc4ccccc4oc3=O)cs2)cc1	-1.1%	-46%	-9%	-4%	?	5.1%	0.7%	-6%	/
CN1c2ccccc2-c2nc3ccccc3n2C1c1ccncc1 (configuration not stated)	-0.2%	33%	10%	-6%	5%	0.6%	-3.6%	3%	i
Cc1c(Cc2ccccc2)c(=O)oc2c(C)c(OC(C)C(=O)N[C@@H](Cc3ccccc3)C(=O)O)ccc12 (some centres not stated)	1.1%	-1%[20 µM]	-7%	10%	41%	44%	-4.4%	12%	/
Cc1ccsc1/C=N/n1c(-c2cccnc2)n[nH]c1=S	0.2%	20%	0%	-2%	-41%	-1.7%	4.0%	14%	i
Cc1cccc(NC(=S)N/N=C/c2ccc3c(c2)OCO3)c1	-1.0%	-43%	46%	-5%	-13%	-1.0%	2.1%	-35%	i
CCC1=NN(C(=O)c2ccc(C)cc2)C(O)(c2ccc(Br)cc2)C1 (configuration not stated)	-0.8%	15%	-17%	-3%	1%	-1.0%	-3.5%	-6%	i
O=C(NCCCn1ccnc1)C(=O)NCC(c1cccnc1)N1CCN(c2ccccc2)CC1 (configuration not stated)	1.2%	-30%	-4%	-6%	-2%	-2.6%	-1.6%	16%	i
COc1cc(N=Cc2c(O)[nH]c3ccccc23)cc(OC)c1OC	-0.6%	-56%	10%	-6%	-9%	-2.8%	-2.0%	-2%	i
CC(=O)Oc1ccc(Cl)cc1/C=C/c1cc(OC(C)=O)c2ccccc2n1	-1.2%	24%	-21%	/	30%	6.0%	-1.2%	7%	i
CC1CCc2sc(NC(=S)NC(=O)c3ccccc3)c(C#N)c2C1 (configuration not stated)	-0.3%	11%	-29%	/	-13%	4.3%	2.3%	-31%	i
Cc1ccc(NC(=O)CN2C(=O)C3CC=C(Cl)CC3C2=O)cc1 (configuration not stated)	0.4%	-17%	-18%	-7%	-1%	-2.0%	0.5%	-2%	/
CCn1nc(C)c(/C=N/NC(=O)CSc2ccccn2)c1C	0.7%	27%	-18%	/	18%	2.6%	0.6%	-30%	i
CCCC(CCC)=NNC(=O)CN(Cc1ccccc1)S(=O)(=O)c1ccccc1	0.1%	23%	9%	-10%	-3%	-1.7%	10%	20%	i

13 structures already listed, arranged by length of the SMILES, ascending.
SMILES	West Nile virus CPE	KOR beta-arrestin-1	NOD1 inhibition	Dengue-2 NS5 capping	AID2073	HIV fusion peptide	KOR beta-arrestin-2	NOD2 inhibition	Yfh1-off respiration	others
COC(=O)CC1=NC(=O)CS1	0.1%	-23%	-23%	-7%	-1%	-0.8%	-0.9%	-9%	i
CN1c2ccccc2-c2nc3ccccc3n2C1c1ccncc1 (configuration not stated)	-0.2%	33%	10%	-6%	5%	0.6%	-3.6%	3%	i
Cc1ccsc1/C=N/n1c(-c2cccnc2)n[nH]c1=S	0.2%	20%	0%	-2%	-41%	-1.7%	4.0%	14%	i
CC(C)Oc1ccc(C(CC(=O)O)NC(=O)c2cccs2)cc1 (configuration not stated)	0.5%	12%	-1%	-6%	-3%	-1.5%	-6.2%	17%	i
COc1cc(N=Cc2c(O)[nH]c3ccccc23)cc(OC)c1OC	-0.6%	-56%	10%	-6%	-9%	-2.8%	-2.0%	-2%	i
CC1CCc2sc(NC(=S)NC(=O)c3ccccc3)c(C#N)c2C1 (configuration not stated)	-0.3%	11%	-29%	/	-13%	4.3%	2.3%	-31%	i
Cc1ccc(NC(=O)CN2C(=O)C3CC=C(Cl)CC3C2=O)cc1 (configuration not stated)	0.4%	-17%	-18%	-7%	-1%	-2.0%	0.5%	-2%	/
O=C(Nc1ccc2c(c1)OCCO2)C1CC(c2ccc(F)cc2)=NO1 (configuration not stated)	-0.4%	3%	6%	-3%	0%	-1.7%	-2.0%	23%	/
C/C(=N/NC(=O)C1CCCC1)c1ccc(NC(=O)C(F)(F)F)cc1	1.7%	-4%	-40%	-1%	12%	1.8%	-1.1%	-6%	/
COc1ccc(CNC(=O)CSc2nnc3c(Cl)cc(C(F)(F)F)cn23)cc1OC	-0.1%	-19%	-23%	1%	9%	0.2%	-0.1%	15%	i
COc1ccc(CCn2c(NN=C3CCCCC3)nc3c2c(=O)[nH]c(=O)n3C)cc1	-0.1%	-30%	-12%	2%	-2%	2.5%	4.6%	0%	i
CC(C)(C)C(=O)NC(NC(=S)Nc1sc2c(c1C#N)CCCC2)C(Cl)(Cl)Cl (configuration not stated)	-0.8%	-23%	46%	-5%	-20%	28%	4.8%	35%	i
Cc1c(NC(=O)c2cc3nc(-c4ccccc4)cc(C)n3n2)c(=O)n(-c2ccccc2)n1C	1.1%	7%	-4%	-3%	7%	-2.1%	/	10%	i

Assay outcomes: PubChem BioAssay, several laboratories
